# High-throughput results deposited in PubChem by National Center for Advancing Translational Sciences (NCATS).
# Anesthetic bind – candidate novel general anesthetic via apoferritin binding; apoferritin/1-aminoanthracene competitive binding, fluorescence; hit rate 0.074% among 350,000; AID 485281; Potency, µM (highest dose often 77.5 µM), without a hit: at the top dose activity change, negative = displacement, hits mostly inhibitors; further: potency means the concentration at half of the fitted maximal effect; on the % scale 0 is the no-effect control and ±100 the full control effect; nearly all actives have a fitted effect of over 20% in size
# Target sequence (P02791 2-175 limits assumed): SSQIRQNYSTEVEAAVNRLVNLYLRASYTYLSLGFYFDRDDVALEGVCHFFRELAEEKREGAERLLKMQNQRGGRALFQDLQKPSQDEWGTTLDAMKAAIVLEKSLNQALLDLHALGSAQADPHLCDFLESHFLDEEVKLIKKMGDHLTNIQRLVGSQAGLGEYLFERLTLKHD
#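 Apoferritin-based anesthetic binding model; compound displacement of fluorescent 1-AMA measured as endpoint fluorescence after 10 minutes at room temperature, scaled to free-ligand and complex controls.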
# ERG-DNA inh – inhibitors of human ERG Ets domain-DNA interaction | P11308 | fluorescence polarization, His-ERG Ets domain / labelled DNA | Potency, µM (doses to about 76.9 µM), without a hit: at the highest dose FP activity, negative = inhibition, most hits filed as inhibitors | hit rate 0.028% among 370,000 | AID 624246; active means well fitted inhibition curve with a large enough effect in the polarisation, with a control signal flat; inconclusive means small, poorly fitted or top-dose-only effect, or effect the other way, or a change in a side signal; inactive means no such curve, though single readings can be large or run the other way; the % refers to the polarisation;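 further: polarization taken with two DNA probes labelled with fluorescein and Texas red; potency means the concentration at half of the fitted maximal effect; % of control where 0% means no effect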
# Target sequence (P11308 whole entry, looked up, the tested form may be a part): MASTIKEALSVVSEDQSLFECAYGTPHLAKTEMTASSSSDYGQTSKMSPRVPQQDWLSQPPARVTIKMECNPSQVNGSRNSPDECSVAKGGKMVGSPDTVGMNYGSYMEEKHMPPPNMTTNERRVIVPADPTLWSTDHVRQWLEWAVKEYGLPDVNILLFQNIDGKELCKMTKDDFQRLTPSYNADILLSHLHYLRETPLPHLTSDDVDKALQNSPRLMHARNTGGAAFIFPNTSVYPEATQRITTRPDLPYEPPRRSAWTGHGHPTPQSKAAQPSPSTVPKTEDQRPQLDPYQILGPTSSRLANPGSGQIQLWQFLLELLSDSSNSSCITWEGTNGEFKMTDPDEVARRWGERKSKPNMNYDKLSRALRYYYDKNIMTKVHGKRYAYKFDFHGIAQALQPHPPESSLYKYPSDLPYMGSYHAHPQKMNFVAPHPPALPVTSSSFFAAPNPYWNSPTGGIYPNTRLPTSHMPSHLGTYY
#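 His-tagged ERG Ets domain (1 uM in the protein solution; 300mM KCl, 50mM Tris-HCl, 1mM EDTA, 1mM DTT, pH 7.5) received compound, then a probe mix of 5 nM fluorescein-DNA and 100nM Texas-615-DNA. Fluorescence polarization was read for both dyes.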
# Pol eta inh – inhibitors of human DNA polymerase eta. hit rate 1.2% among 390,000. Potency, µM (series often up to 114 µM), inactives show at the highest dose activity change, negative = inhibition, hits mostly inhibitors. recombinant Pol eta, fluorescent DNA replication assay. AID 588591. Q9Y253; further: potency means the concentration at half of the fitted maximal effect; on the % scale 0 is the no-effect control and ±100 the full control effect
#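 Fluorescent replication assay: 50 nM final substrate added after a 15 min room-temperature compound preincubation with 10 nM enzyme. Signal taken at 0 min and again at 10 min.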
# POLK inh – DNA polymerase kappa (human) inhibition; Q9UBT6; purified Pol kappa, fluorescent DNA synthesis assay, 10 min; Potency, µM (doses to about 107 µM), inactives show top-dose activity, negative = inhibition, hits mostly inhibitors; hit rate 0.53% among 400,000; further: potency means the concentration at half of the fitted maximal effect; on the % scale 0 is the no-effect control and ±100 the full control effect
#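 10 nM Pol kappa preincubated 15 min at room temperature with compounds, then reaction started with substrate at 50 nM final. Fluorescence read kinetically at 0 and 10 min; buffer-only wells served as negative control.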
# LDHA block – blocks human lactate dehydrogenase A | activity change, % (values are at about 110 or 230 µM) | AID 1347041 | hit rate 0.15% among 480,000 | purified LDHA, NADH/diaphorase-resazurin fluorescence; hits give low values; in the data active means activity change below about -30%; inconclusive means mostly about -25% to -30%;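 further: plate controls were DMSO wells for no effect and wells without enzyme for full effect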
#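 Enzyme activity of human lactate dehydrogenase 5 (2 nM; 0.06 mM NADH, 0.2 mM pyruvate, 5 min, RT) is measured via a resazurin/diaphorase fluorescence readout of residual NADH.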
# Pol beta inh – blocks human DNA polymerase beta activity; Pol beta primer extension/strand displacement, fluorescence kinetic; Potency, µM (series often up to 114 µM), for the others: top-dose activity change, negative = inhibition, hits mostly inhibitors; hit rate 1.3% among 340,000; AID 485314; further: potency means the concentration at half of the fitted maximal effect; on the % scale 0 is the no-effect control and ±100 the full control effect
#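 Homogeneous kinetic assay of primer extension and strand displacement by 10 nM Pol beta, preincubated 15 min at room temperature with compound before 50 nM substrate (final) was added. Read at 0 and 10 min; four-parameter Hill fit.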
# APEX1 inh – blocks human APE1 abasic DNA cleavage | P27695 | recombinant APE1, TAMRA/BHQ-2 abasic DNA cleavage fluorescence | Potency, µM (series often up to 65.8 µM), without a hit: at the top dose activity change, negative = inhibition, actives largely listed as inhibitors | hit rate 0.35% among 350,000;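 further: potency means the concentration at half of the fitted maximal effect; plate controls were vehicle for no effect and reference inhibitor for full effect; nearly all actives have a fitted effect of over 55% in size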
# Target sequence (P27695 whole entry, looked up): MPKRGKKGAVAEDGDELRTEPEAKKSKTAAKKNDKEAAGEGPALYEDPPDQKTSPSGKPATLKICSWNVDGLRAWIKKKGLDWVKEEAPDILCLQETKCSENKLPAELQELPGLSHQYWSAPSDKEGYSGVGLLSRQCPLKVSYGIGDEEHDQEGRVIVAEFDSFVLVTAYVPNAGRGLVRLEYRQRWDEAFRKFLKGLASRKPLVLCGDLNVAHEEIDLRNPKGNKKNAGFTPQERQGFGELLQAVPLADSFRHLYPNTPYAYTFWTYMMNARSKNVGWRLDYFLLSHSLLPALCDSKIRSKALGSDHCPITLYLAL
#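 Substrate: short duplex with […] THF abasic site, 5'-TAMRA and 3'-BHQ-2, 50 nM final. APE1 at 0.75 nM, preincubated 15 min RT with compound. Fluorescence increase from first to third read measured activity.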
# ALOX12 inh – inhibitors of human 12S-lipoxygenase ALOX12; hit rate 1.1% among 580,000; purified 12hLO, xylenol orange hydroperoxide absorbance; Potency, µM (series often up to 108 µM), without a hit: at the highest dose activity change, negative = inhibition, most hits filed as inhibitors; AID 1671190; further: potency means the concentration at half of the fitted maximal effect; on the % scale 0 is the no-effect control and ±100 the full control effect
#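 Purified human 12hLO (150 nM final) in 25 mM Hepes, 0.01% Triton X-100, pH 7.0 was preincubated 15 min at room temperature with compound. Then 40 uM arachidonic acid was added, 30 min. Hydroperoxide was read by Fe-XO absorbance ratio 573/405 nm.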
# RGS4 inh – blocks human RGS4-accelerated GTP hydrolysis. Transcreener GDP fluorescence polarization, RGS4-accelerated GTP hydrolysis. hit rate 0.039% among 390,000. AID 504845. Potency, µM (top dose mostly 114 µM), inactives show at the top dose activity change, negative = inhibition, hits mostly inhibitors; further: potency means the concentration at half of the fitted maximal effect; on the % scale 0 is the no-effect control and ±100 the full control effect; nearly all actives have a fitted effect of over 75% in size; some results filed as inactive show a strong effect at the top dose
#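 MLSMR compounds (23 nl, pin-transferred) preincubated 10 min at room temperature with a 500nM (2x) first reagent, then RGS4 at 900nM (2x) plus Transcreener GDP mix added; fluorescence polarization (620/688 nm) read before and after 90 min at 30 °C.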
# Numbers without * were called inactive; ? = inconclusive; nt = no result given; & = joins results of further samples; [ ] = remark or other dose. Unless noted, the call rests on the fitted dose curve; in most records, active means well fitted curve in the direction sought with a large enough effect; inconclusive means small, poorly fitted or top-dose-only effect, or another doubt; inactive means no such curve, though single readings can be large; an effect the other way counts as inactive or inconclusive. Only part of the results is shown (hit frequency here may not be typical).
entry	SMILES	Pol beta inh	Pol eta inh	APEX1 inh	RGS4 inh	ALOX12 inh
1	CC(=O)[C@@H]1[C@@H](C)N(Cc2ccccc2)C(=O)N[C@H]1c1ccccc1	nt	2%	1%[12.4 µM]	14%	-10%
2	COc1ccc(-n2c(SCC(=O)Nc3ccccc3OC)nc(O)cc2=O)cc1	-18%	-2%	-2%	-7%	?
3	O=C(CSc1nnc2c(Cl)cc(Cl)cn12)N1CCN(S(=O)(=O)c2ccccc2)CC1	34%	-10%	4%	-15%	0%
4	COc1ccc(CCN2CC(C(=O)Nc3ccccc3F)CC2=O)cc1OC (stereo not given)	nt	-16%	56%[activator]	-4%	9%
5	Cn1c(-c2ccc(Cl)cc2)cnc1N	5%	11%	-2%	23%	-12%
6	CC(C)(C)c1cc(NC(=O)Nc2ccc(Cl)cc2Cl)no1	-27%	-21%	-4%	-38%	0%
7	COc1ccc(-n2c(=S)[nH]c3cc(C(=O)NCc4ccc(F)cc4)ccc3c2=O)c(OC)c1	0%	-19%	21%	-20%	?
8	CN(CCc1ccccc1)c1ccc([N+](=O)[O-])cn1	18%	-13%	4%	9%	3%
9	CCCCCCC(=O)O	nt	-7%	8%&0%	10%	1%
10	CCN(C(=O)COC(=O)c1ccc(S(=O)(=O)N2CCCc3ccccc32)cc1)C1CCS(=O)(=O)C1 (stereo not given)	3%	-9%	-4%	-15%	-8%
11	CCOc1ccc(NC(=O)CSc2nc(C)c(C(=O)Nc3ccccc3)c(-c3ccc(Cl)cc3)c2C#N)cc1	-11%	-25%	nt	13%	-13%
12	O=C(N/N=C/c1ccc(-c2ccc([N+](=O)[O-])cc2)o1)[C@H]1C[C@@H]1c1ccccc1	-4%	-16%	5%	-3%	-4%
13	Cc1ccccc1CCN(C(=O)Cn1nnc2ccccc21)C(C(=O)NC(C)(C)C)c1ccsc1 (stereo not given)	4%	-2%	0%	20%	18%
14	Nc1ncnc(Nc2ccccc2Oc2ccccc2)n1	nt	-15%	nt	-1%	-15%
15	O=C(Nc1ccc2c(c1)CCCN2C(=O)c1ccccc1)c1ccccc1	-17%	-3%	54%[activator]	19%	12%

entry	Anesthetic bind	LDHA block	ERG-DNA inh	POLK inh
1	nt	-9	-4%	-19%
2	-12%	-12	-3%	-15%
3	-19%	-2	-14%	-3%
4	nt	-4	-2%	3%
5	-22%	0	-5%	-8%
6	?	-4	-2%	-12%
7	?	-1	6%	1%
8	?	0	-8%	-5%
9	nt	-5	1%	-12%
10	-5%	0	-1%	16%
11	-18%	-3	5%	-3%
12	-9%	0	-3%	-7%
13	-1%	-1	1%	-4%
14	nt	1	-11%	-1%
15	-1%	0	-1%	-12%

# The list goes on.
entry	SMILES	Pol beta inh	Pol eta inh	APEX1 inh	RGS4 inh	ALOX12 inh
16	C=CCC[C@@H](Cc1ccc(F)cc1)C(=O)OC[C@H](Cc1c[nH]c2ccccc12)NC(=O)[C@@H](CC=C)CC(=O)N[C@H](CO)Cc1ccccc1	nt	-13%	-5%	12%	?
17	O=C(Nc1ccc(Br)cc1)c1ccc(-n2cnnn2)cc1	15%	-17%	19%	-3%	-19%
18	COC(=O)c1ccc(C(=O)OC)c(NC(=O)CSc2ccccn2)c1	?	-14%	-4%	-4%	7%
19	O=S(=O)(Nc1ccc2c(c1)OCCO2)c1cccc(F)c1	14%	-19%	-8%	-3%	2%
20	COc1ccc(S(=O)(=O)N2CCOCC2)cc1NC(=O)CN1CCC(Cc2ccccc2)CC1	2%	-25%	-4%	-10%	-2%
21	CCOc1ccc(N(CC)S(=O)(=O)N2CCCC(C(=O)NCCc3ccccc3OC)C2)cc1 (stereo not given)	2%	-5%	nt	12%	-18%
22	O=C(CNC(=O)c1ccncc1)N/N=C/c1ccccc1[N+](=O)[O-]	-6%	-3%	4%	10%	-9%
23	Cc1ccc(NC(=O)/C(C#N)=C/c2cc(C)n(-c3ccc(F)cc3)c2C)cc1C	-3%	-13%	nt	15%	-3%
24	CCN1C(=O)/C(=C\c2ccncc2)SC1=S	-1%	7%	4%	-21%	-13%
25	CCOCc1c(C(=O)OCC(=O)Nc2ccc(C)c(S(=O)(=O)N(C)C)c2)oc2ccccc12	19%	-17%	-8%	-7%	-3%
26	Cc1ccc(NC2CC(=O)N(c3ccc(C)cc3)C2=O)cc1 (stereo not given)	21%	-10%	13%	-14%[11.4 µM]	16%
27	CCOCCCNS(=O)(=O)c1ccc2c(c1)OCCO2	1%	-9%	-9%	-25%[11.4 µM]	7%
28	Cc1cccn2c(=O)nc(SCC(=O)N3CCCCC3)nc12	nt	-1%	23%	-4%	26%
29	COc1ccccc1C(=O)Nc1ccc(Oc2ncnc3sc(-c4ccccc4)cc23)cc1	-1%	0%	1%	2%	0%
30	CC(C)(C)C(=O)Nc1c2c(nc3c1CCC3)CCCC2	15%	?	-2%	16%	?

entry	Anesthetic bind	LDHA block	ERG-DNA inh	POLK inh
16	nt	-10	6%	-7%
17	-5%	-7	10%	-1%
18	-22%	-1	2%	-10%
19	?	-1	8%	5%
20	1%	1	-1%	-8%
21	5%	0	1%	-12%
22	-9%	-1	98%[activator]	-12%[60.1 µM]
23	61%[activator]	-2	-2%	3%
24	-4%	4	11%	-12%
25	-2%	3	7%	-16%
26	-3%	1	5%	5%
27	?	-3	0%	0%
28	nt	1	-2%	6%
29	-12%	-4	-3%	-18%
30	-20%	9	0%	-7%

# Overlap with the part before: seven compounds, followed by the next part.
entry	SMILES	Pol beta inh	Pol eta inh	APEX1 inh	RGS4 inh	ALOX12 inh
24	CCN1C(=O)/C(=C\c2ccncc2)SC1=S	-1%	7%	4%	-21%	-13%
25	CCOCc1c(C(=O)OCC(=O)Nc2ccc(C)c(S(=O)(=O)N(C)C)c2)oc2ccccc12	19%	-17%	-8%	-7%	-3%
26	Cc1ccc(NC2CC(=O)N(c3ccc(C)cc3)C2=O)cc1 (stereo not given)	21%	-10%	13%	-14%[11.4 µM]	16%
27	CCOCCCNS(=O)(=O)c1ccc2c(c1)OCCO2	1%	-9%	-9%	-25%[11.4 µM]	7%
28	Cc1cccn2c(=O)nc(SCC(=O)N3CCCCC3)nc12	nt	-1%	23%	-4%	26%
29	COc1ccccc1C(=O)Nc1ccc(Oc2ncnc3sc(-c4ccccc4)cc23)cc1	-1%	0%	1%	2%	0%
30	CC(C)(C)C(=O)Nc1c2c(nc3c1CCC3)CCCC2	15%	?	-2%	16%	?
31	O=C1c2ccccc2C(=O)N1CCCCSc1nnc2c(Cl)cc(Cl)cn12	7%	-11%	0%	-32%	17%
32	CCOc1ccc(-c2nonc2NC(=O)c2ccco2)cc1	1%&3%	-19%&-4%	3%	-9%&25%	-7%&-29%
33	O=C(CN1C(=O)NC2(CCCCC2)C1=O)N1CCN(S(=O)(=O)c2ccc(F)cc2)CC1	nt	-1%	32%	-7%	-1%
34	O=C(O)C1CCCN1C(=O)Oc1ccccc1 (stereo not given)	-3%	-13%	-4%	17%	-1%
35	Nc1ccc2nc(-c3cccs3)[nH]c2c1	5%	-12%	-10%	-28%	18%
36	Cc1cccc(-c2n[nH]c(=S)n2/N=C/C=C/c2ccco2)c1	?	79µM*	?	?	25µM*
37	O=C(CC1(O)C(=O)N(Cc2ccc3c(c2)OCO3)c2ccccc21)c1ccccc1 (stereo not given)	4%	-2%	-1%	4%	2%
38	Cc1ccc(NC(=O)Cn2ncc3ccccc32)c(Cl)c1	0%	-7%	75%	0%	44%[activator]
39	CCn1c2ccccc2c2cc([N+](=O)[O-])ccc21	4%	0%	-3%	9%	-13%
40	CCCc1c(C(=O)N/N=C/C(C)=C/c2ccco2)nnn1-c1nonc1N	-13%	-8%	-12%	-32%	?
41	COc1cc2nc(N3CCNCC3)nc(N)c2cc1OC	?	?	19%	-7%	-3%
42	CCC(=O)c1cn(CC(=O)O)c2ccccc12	0%	-13%	20%	-20%	-15%

entry	Anesthetic bind	LDHA block	ERG-DNA inh	POLK inh
24	-4%	4	11%	-12%
25	-2%	3	7%	-16%
26	-3%	1	5%	5%
27	?	-3	0%	0%
28	nt	1	-2%	6%
29	-12%	-4	-3%	-18%
30	-20%	9	0%	-7%
31	-19%	-8	-1%	-12%
32	4%&-9%	-11&-8	-9%&1%	-16%&-4%
33	nt	0	6%	-2%
34	-5%	-2	-1%	-12%
35	301%[activator]	9	nt	-7%
36	-11%	-2	3%	45µM*
37	?	-4	-6%	-9%
38	-1%	1	-1%	3%
39	-19%	0	-4%	-16%
40	?	2	-1%	-19%
41	-1%	0	-4%	?
42	-2%	-3	-3%	-3%
